Assay outcomes deposited in PubChem by National Center for Advancing Translational Sciences (NCATS).
TrxR1 inh: qHTS Assay for Inhibitors of Mammalian Selenoprotein Thioredoxin Reductase 1 (TrxR1): qHTS. recombinant rTrxR1, NADPH fluorescence consumption, selenite substrate. Potency, µM (highest dose often 114 µM), without a hit: top-dose activity change, negative = inhibition, usual class: inhibitors. 1% of 390,000 active. Thioredoxin reductase 1, cytoplasmic (Rattus norvegicus), O89049. AID 588453, 2011; further: on the % scale 0 is the no-effect control and ±100 the full control effect; nearly all actives have a fitted effect of over 65% in size
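Rat TrxR1 (90 nM in the dispensed reagent) was pre-reduced with 400 uM NADPH for 5 min at room temperature, then incubated with compound for 15 min. After 400 uM selenite was added, NADPH fluorescence (Ex 340/Em 450 nm) was followed for 8 min.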
JMJD2A Tudor inh: qHTS Assay for Inhibitors of JMJD2A-Tudor Domain | AlphaScreen JMJD2A-Tudor / H3K4me3 peptide binding | Potency, µM (titrated, usually from 114 µM), for the others: at the top dose activity change, negative = inhibition, most hits filed as inhibitors | 4.4% of 390,000 active; further: on the % scale 0 is the no-effect control and ±100 the full control effect; nearly all actives have a fitted effect of over 50% in size
GLS inh: qHTS for Inhibitors of Glutaminase (GLS). Potency, µM (series often up to 45.5 µM), for the others: at the highest dose activity change, negative = inhibition, usual class: inhibitors. Glutaminase kidney isoform, mitochondrial (Homo sapiens), O94925. GLS enzymatic activity, qHTS titration. AID 624170, 2012. 0.21% of 410,000 active; further: on the % scale 0 is the no-effect control and ±100 the full control effect
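Human kidney-isoform GLS in 45 mM KH2PO4 pH 8.2, 0.02% Tween-20, with compound, started with 1mM L-Glutamine (added stock). Glutamate oxidase/HRP/Amplex red coupled fluorescence read at start and after 30 min at RT.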
Tb PGK inh: qHTS Assay to Find Inhibitors of Phosphoglycerate Kinase. AID 602233, 2012. Potency, µM (highest dose often 57.5 µM), without a hit: top-dose activity change, negative = inhibition, usual class: inhibitors. 0.043% of 380,000 active. PGK/GAPDH coupled, Kinase-Glo luminescence, 60 min; further: on the % scale 0 is the no-effect control and ±100 the full control effect; nearly all actives have a fitted effect of over 60% in size
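Luminescent ATP detection (Kinase-Glo Plus) follows a 60-minute room-temperature incubation, with wells lacking PGK as controls. Buffer: 100 mM TEA (pH 7.6), 5 mM MgCl2, 0.01% Tween-20. Coupling enzyme GAPDH (100 nM final) supplies unstable 1,3-BPG in-well.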
RGS4 inh: Inhibitors of Regulator of G Protein Signaling (RGS) 4: qHTS | Regulator of G-protein signaling 4 (Homo sapiens), P49798 | Transcreener GDP fluorescence polarization, RGS4-accelerated GTP hydrolysis | Potency, µM (highest dose often 114 µM), inactives show top-dose activity change, negative = inhibition, actives largely listed as inhibitors | 0.039% of 390,000 active; further: on the % scale 0 is the no-effect control and ±100 the full control effect; nearly all actives have a fitted effect of over 75% in size; some results filed as inactive show a strong effect at the top dose
Target sequence (P49798 whole entry, looked up): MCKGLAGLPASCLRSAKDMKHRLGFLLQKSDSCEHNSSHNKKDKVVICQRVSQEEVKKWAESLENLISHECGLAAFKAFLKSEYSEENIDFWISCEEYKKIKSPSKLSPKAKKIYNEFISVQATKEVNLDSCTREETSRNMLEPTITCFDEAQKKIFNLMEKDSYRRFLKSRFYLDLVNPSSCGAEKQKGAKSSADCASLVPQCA
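MLSMR compounds (23 nl, pin-transferred) preincubated 10 min at room temperature with a 500nM (2x) first reagent, then RGS4 at 900nM (2x) plus Transcreener GDP mix added; fluorescence polarization (620/688 nm) read before and after 90 min at 30 °C.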
ERG-DNA inh: qHTS for Small Molecule Inhibitors of the ERG Ets/DNA interaction | fluorescence polarization, His-ERG Ets domain / labelled DNA | Potency, µM (top dose mostly 76.9 µM), without a hit: top-dose FP activity, negative = inhibition, hits mostly inhibitors | Transcriptional regulator ERG (Homo sapiens), P11308 | 0.028% of 370,000 active; active means well fitted inhibition curve with a large enough effect in the polarisation, with a control signal flat; inconclusive means small, poorly fitted or top-dose-only effect, or effect the other way, or a change in a side signal; inactive means no such curve, though single readings can be large or run the other way; the % refers to the polarisation;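 further: polarization taken with two DNA probes labelled with fluorescein and Texas red; % of control where 0% means no effect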
Target sequence (P11308 whole entry, looked up, the tested form may be a part): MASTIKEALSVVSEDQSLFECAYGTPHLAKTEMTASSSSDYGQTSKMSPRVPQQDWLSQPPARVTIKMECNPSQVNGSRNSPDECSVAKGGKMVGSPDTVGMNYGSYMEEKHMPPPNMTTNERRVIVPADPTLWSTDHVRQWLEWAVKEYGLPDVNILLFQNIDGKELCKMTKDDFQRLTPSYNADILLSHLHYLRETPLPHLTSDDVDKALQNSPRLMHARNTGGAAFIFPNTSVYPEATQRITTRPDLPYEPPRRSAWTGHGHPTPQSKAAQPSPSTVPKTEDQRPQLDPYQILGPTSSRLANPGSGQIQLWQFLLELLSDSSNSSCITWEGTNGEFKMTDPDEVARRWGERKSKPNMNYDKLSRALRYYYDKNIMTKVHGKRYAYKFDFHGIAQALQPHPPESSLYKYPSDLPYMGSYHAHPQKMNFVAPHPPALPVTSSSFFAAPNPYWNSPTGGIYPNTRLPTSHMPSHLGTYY
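His-tagged ERG Ets domain (1 uM in the protein solution; 300mM KCl, 50mM Tris-HCl, 1mM EDTA, 1mM DTT, pH 7.5) received compound, then a probe mix of 5 nM fluorescein-DNA and 100nM Texas-615-DNA. Fluorescence polarization was read for both dyes.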
12-LOX inh: Primary qHTS assay for inhibitors of human arachidonate 12S-lipoxygenase (ALOX12): Round 2 | Polyunsaturated fatty acid lipoxygenase ALOX12 (Homo sapiens), P18054 | purified 12hLO, xylenol orange hydroperoxide absorbance | Potency, µM (series often up to 108 µM), inactives show at the top dose activity change, negative = inhibition, actives largely listed as inhibitors | 1.1% of 580,000 active; further: on the % scale 0 is the no-effect control and ±100 the full control effect
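Hydroperoxide product was detected by ferrous iron/xylenol orange as the 573 to 405 nm absorbance ratio. Arachidonic acid at 40 uM (final) was turned over for 30 min at room temperature by 150 nM human 12hLO, pH 7.0 Hepes buffer, after 15 min compound preincubation.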
Pin1 inh: qHTS Assay to Find Inhibitors of Pin1. Potency, µM (series often up to 115 µM), inactives show at the top dose activity, negative = inhibition, usual class: inhibitors. AID 504891, 2011. Pin1 FP peptide displacement, HiFluor488, 10 min. 0.009% of 390,000 active. Peptidyl-prolyl cis-trans isomerase NIMA-interacting 1 (Homo sapiens), Q13526; active means well fitted inhibition curve with a large enough effect in the polarisation, with a control signal flat, not every such curve was filed as active; inconclusive means small, poorly fitted or top-dose-only effect, or effect the other way, or a change in a side signal; inactive means no such curve, though single readings can be large or run the other way; the % refers to the polarisation; further: on the % scale 0 is the no-effect control and ±100 the full control effect
Target sequence (Q13526 whole entry, looked up): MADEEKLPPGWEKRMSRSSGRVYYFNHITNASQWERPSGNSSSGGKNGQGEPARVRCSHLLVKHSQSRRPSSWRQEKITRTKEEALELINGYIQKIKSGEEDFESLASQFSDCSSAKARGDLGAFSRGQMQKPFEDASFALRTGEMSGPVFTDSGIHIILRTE
HP1b chromo inh: HTS for Inhibitors of HP1-beta Chromodomain Interactions with Methylated Histone Tails; Chromobox protein homolog 1 (Homo sapiens), P83916; AlphaScreen HP1-beta / biotin-H3K9me3 peptide binding; Potency, µM (doses to about 114 µM), without a hit: at the top dose activity change, negative = inhibition, usual class: inhibitors; 0.56% of 390,000 active; further: nearly all actives have a fitted effect of over 70% in size; inactives centre near 23
Target sequence (P83916 whole entry, looked up): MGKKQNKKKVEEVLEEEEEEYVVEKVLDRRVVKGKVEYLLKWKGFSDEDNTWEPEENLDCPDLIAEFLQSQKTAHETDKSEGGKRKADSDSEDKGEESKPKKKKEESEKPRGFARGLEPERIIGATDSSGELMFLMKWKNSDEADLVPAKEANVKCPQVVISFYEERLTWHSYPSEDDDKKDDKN
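Compound inhibition of the preformed complex between 50 nM HP1-beta and 50 nM biotinylated H3K9me3 peptide was read by AlphaScreen. Buffer was PBS pH 7.4 with 0.01% Tween-20. Incubations ran 30 min at room temperature, with 10 ug/mL donor/acceptor beads.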
Active calls of the source: *; i = inactive; ? = inconclusive; . = not tested or not shown; [ ] = remark or other dose. Unless noted, the call rests on the fitted dose curve; in most records, active means well fitted curve in the direction sought with a large enough effect; inconclusive means small, poorly fitted or top-dose-only effect, or another doubt; inactive means no such curve, though single readings can be large; an effect the other way counts as inactive or inconclusive. Potency means the concentration at half of the fitted maximal effect. Only part of the results is shown. The share of hits here may be higher or lower than overall.

1. Cc1ccc(-n2c(C)c(C)c3c(N)ncnc32)cc1
2. CN1C(=O)CSC1=S
3. Cc1cccc(N2CCN(C(=O)c3cccc(N4CCCC4=O)c3)CC2)c1C
4. CCOc1ccc(/C=C2\SC(=S)N(NC(=O)c3ccncc3)C2=O)cc1OC
5. COC(=O)c1c(NC(=O)COc2ncnc3ccccc23)sc(C)c1C
6. CCOC(=O)C1(CCOC)CCN(C(=O)c2ccc(CSC)o2)CC1
7. CC1(C)Cc2cccc(OCC(=O)Nc3cc(S(C)(=O)=O)ccc3Cl)c2O1
8. CN(C)S(=O)(=O)c1ccc(NC(=O)c2ccc([N+](=O)[O-])cc2)cc1
9. CC(C)C(NC(=O)CN1C(=O)c2ccccc2C1=O)c1ccccc1 (configuration not stated)
10. CCOC(=O)c1cccnc1SCC(=O)Nc1ccc(C)cc1C
Screen / compound no.	1	2	3	4	5	6	7	8	9	10
TrxR1 inh	16%	13%	-6%	-21%	-5%	-10%	25%	8%	27%	20%[57.1 µM]
JMJD2A Tudor inh	-34%	-11%	-17%	-25%	-14%	-24%	-5%	-8%	-20%	1%
GLS inh	-5%	-1%	-1%	0%	2%	1%	0%	5%	-3%	8%
Tb PGK inh	-6%	3%	i	3%	i	-9%	-1%	-10%	i	-1%
RGS4 inh	-5%	1%	-11%	-4%	-13%	-5%	-1%	7%	-4%	-2%
ERG-DNA inh	?	5%	12%	51%[activator]	8%	1%	2%	-2%	2%	6%
12-LOX inh	-35%	8%	10%	136%[activator]	-15%	83%[activator]	0%	15%	-2%	0%
Pin1 inh	-9%	3%	-10%	?	3%	-1%	0%	-4%	1%	-3%
HP1b chromo inh	-6%	24%	27%	-4%	21%	26%	23%	16%[57 µM]	11%	-1%

11. CC(C)c1ccc(NC(=O)C[n+]2ccn(C3=C([O-])c4ccccc4C3=O)c2)cc1
12. COC(=O)c1ccc(N2C(=O)c3ccc(OC)c(OC)c3C2=O)cc1
13. CCc1cccc(NC(=O)C2CC2c2ccccc2)c1 (configuration not stated)
14. COc1c(C(=O)NC(=S)Nc2nnn(C)n2)cc2ccccc2c1Br
15. Cc1ccc(N2CC(C(=O)NCCC(C)C)CC2=O)cc1 (configuration not stated)
16. CCOC(=O)c1cc(-c2ccc(C)cc2)n(CCC(=O)Nc2ccc(C(C)C)cc2)c1C
17. O=[N+]([O-])c1cc(C(F)(F)F)ccc1SCC(O)CO (configuration not stated)
18. Cc1ccc(-c2cc3nc(-c4ccccc4)cc(C(F)(F)F)n3n2)cc1
19. Cc1cccc(/C=N/n2c(-c3ccccc3)n[nH]c2=S)c1O
20. CCC(=O)NC(=S)Nc1ccc(S(=O)(=O)NC2CCCCC2)cc1
Screen / compound no.	11	12	13	14	15	16	17	18	19	20
TrxR1 inh	14%	9%[0.457 µM]	8%[57.1 µM]	7%	-6%	30%	38%[activator][57.1 µM]	9%	?	?
JMJD2A Tudor inh	?	-3%	27%	-8%	-6%	-14%	-17%	32%	22µM*	-20%
GLS inh	-7%	6%	1%	6%	1%	3%	-11%	2%	2%	3%
Tb PGK inh	-4%	-1%	-3%	-5%	i	-4%	0%	-2%	3%	-10%
RGS4 inh	-1%	1%	-4%	-21%	-21%	-6%	-22%	9%	?	-21%
ERG-DNA inh	-2%	-1%	-6%	-13%	2%	2%	11%	2%	-3%	-7%
12-LOX inh	-27%	476%[activator]	?	-4%	?	-12%	0%	-21%	4.5µM*	?
Pin1 inh	?	2%	5%	27%	7%	-3%	-3%	1%	3%	0%
HP1b chromo inh	19%	29%	86%[activator]	-7%	31%[activator]	25%	27%	38%[activator]	50µM*	22%

21. Cc1ccccc1NCc1nc2ccccc2n1CCOc1ccccc1
22. CCOc1ccc(N2C(=O)N(Cc3ccc(C)cc3C)c3ccccc3S2(=O)=O)cc1
23. O=C(NCCCn1ccnc1)/C(=C/c1cccs1)NC(=O)c1ccco1
24. O=C(NCc1ccco1)/C(=C\c1ccccc1)NC(=O)c1ccccc1
25. O=C1CN(O)C=C2N=c3ccccc3=C2N1c1ccc([N+](=O)[O-])cc1
26. CCN(CC)C(=O)C1=C(C)NC(=S)NC1c1ccc(C)s1 (configuration not stated)
27. Nc1nc(SCc2cccc([N+](=O)[O-])c2)n[nH]1
28. O=C(Nc1ccc(N2CCOCC2)cc1)c1cnsn1
29. CSc1cccc(NC(=O)CCCn2c(=O)c3cccn3c3cccnc32)c1
30. O=C(c1ccc(OC2CCN(CCO)CC2)cc1)N1CCCC1
Screen / compound no.	21	22	23	24	25	26	27	28	29	30
TrxR1 inh	-3%	29%[57.1 µM]	11%	-12%[57.1 µM]	14%	9%[57.1 µM]	40%[activator]	3%[57.1 µM]	36%	17%
JMJD2A Tudor inh	-36%	-17%	-7%	-4%	-11%	-10%	-8%	-15%	-25%	-1%
GLS inh	14%	-5%	0%	1%	1%	129%[activator]	30%	25%	-1%	-19%
Tb PGK inh	-8%	0%	i	-2%	12%	9%	-2%	-6%	i	5%
RGS4 inh	-10%	-24%	-47%	3%	10%	-3%	12%	10%	3%	27%
ERG-DNA inh	-5%	4%	-3%	-13%	-3%	-2%	14%	-7%	2%	-9%
12-LOX inh	2%	-12%	-15%	-1%	-15%	-25%	0%	16%	-1%	.
Pin1 inh	1%	7%	3%	?	2%	1%	-11%	1%	20%	-1%
HP1b chromo inh	11%	33%	26%	57%[activator]	30%	28%	19%	40%[activator]	6%	7%

Part of the list above in order of formula weight, high to low:
23. O=C(NCCCn1ccnc1)/C(=C/c1cccs1)NC(=O)c1ccco1
24. O=C(NCc1ccco1)/C(=C\c1ccccc1)NC(=O)c1ccccc1
25. O=C1CN(O)C=C2N=c3ccccc3=C2N1c1ccc([N+](=O)[O-])cc1
28. O=C(Nc1ccc(N2CCOCC2)cc1)c1cnsn1
Screen / compound no.	23	24	25	28
TrxR1 inh	11%	-12%[57.1 µM]	14%	3%[57.1 µM]
JMJD2A Tudor inh	-7%	-4%	-11%	-15%
GLS inh	0%	1%	1%	25%
Tb PGK inh	i	-2%	12%	-6%
RGS4 inh	-47%	3%	10%	10%
ERG-DNA inh	-3%	-13%	-3%	-7%
12-LOX inh	-15%	-1%	-15%	16%
Pin1 inh	3%	?	2%	1%
HP1b chromo inh	26%	57%[activator]	30%	40%[activator]

Next section:
31. C/C(=N\NC(=O)c1nc2ccccn2c1C)c1ccco1
32. Cc1cc(C)nc(NC(=O)c2c(F)c(F)c(F)c(C(=O)Nc3cc(C)cc(C)n3)c2F)c1
33. COC(=O)c1ccc2c(=O)sc(N3CCC(C(N)=O)CC3)nc2c1
34. Cc1n[nH]c(C)c1S(=O)(=O)N1CCOCC1
35. C/C(CCc1ccccc1)=N\NC(=O)c1ccccc1[N+](=O)[O-]
36. COc1cccc(C2CC(c3ccc(Cl)cc3)n3nc(N)nc3N2)c1 (configuration not stated)
37. Cc1nc(-c2ccc(S(=O)(=O)N3CCN(c4cccc(C)c4C)CC3)cc2)co1
38. Cc1c(-c2ccnc3cc(C(=O)O)nn23)cnn1C
39. COc1ccc(NCc2nc3ccccc3n2CCOc2ccccc2)cc1
40. Cc1cc(C)n(C(=O)CN(C)S(=O)(=O)c2ccc([N+](=O)[O-])cc2)n1
41. C=CCn1c(O)c(N=NC(=S)Nc2ccccc2C)c2cc(S(=O)(=O)N3CCOCC3)ccc21
Screen / compound no.	31	32	33	34	35	36	37	38	39	40	41
TrxR1 inh	2%[57.1 µM]	8%	-14%	-7%	-1%	17%[57.1 µM]	-4%	4%[57.1 µM]	-14%	18%	5%[57.1 µM]
JMJD2A Tudor inh	-7%[57.1 µM]	-15%	-7%	-8%	1%	?	?	?	40µM*	-26%	-33%
GLS inh	2%	15%	1%	7%	-3%	17%	13%	7.9µM*	-1%	1%	1%
Tb PGK inh	-2%	-3%	-9%	i	-6%	-6%	0%	3%	-6%	-3%	i
RGS4 inh	-17%	10%	42%	6%	-9%	?	4%[11.4 µM]	-3%	-14%	41%	-7%
ERG-DNA inh	0%	3%	-11%	1%	-3%	-13%	-2%	4%	.	-1%	7%
12-LOX inh	19%	?	?	8%	1%	261%[activator]	?	?	-1%	0%	-14%
Pin1 inh	6%	6%	-7%	-10%	?	-10%	25%	6%	1%	-11%	0%
HP1b chromo inh	46%[activator]	46%[activator]	19%	17%	25%	1%	-14%	22%	-67%	5%	-17%
